# Bioassay records (PubChem BioAssay)
# TR-FRET SRC-2 ct: counter-screen for PPARgamma SRC-2 recruitment agonists: TR-FRET artefact; stronger effect = higher value; TR-FRET ratio at 8 µM; hit rate 0.4% among 200,000; in the data active = TR-FRET ratio above about 2000; also: inactives centre near 1500
# PPARg SRC-2 ag: PPARgamma-driven SRC-2 recruitment agonism | P37231 | AID 1032 | PPARgamma LBD-SRC-2 recruitment, biochemical | hit rate 0.34% among 200,000 | activation, % at 8 µM; in the data active = activation above about 22%;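 also: 0% = vehicle and 100% = reference agonist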
# S1P3 antagonist: antagonists of human S1P3 receptor. Q99500. AID 485. hit rate 0.27% among 170,000. inhibition, % at 4.98 µM. CHO S1P3 NFAT-BLA reporter, FRET fluorescence, antagonist mode;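 active = inhibition above the plate cutoff, the mean inhibition of test wells on that plate plus 3 SD, cut at about 28% in these data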;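 also: cells challenged with S1P at its EC80 of 0.8 µM; blue over green emission ratio from cleaved BLA substrate after 4 h stimulation; 0% = S1P-stimulated wells and 100% = unstimulated DMSO-only wells; some compounds past the cut are filed as inactive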
# Target sequence (Q99500 whole entry, looked up): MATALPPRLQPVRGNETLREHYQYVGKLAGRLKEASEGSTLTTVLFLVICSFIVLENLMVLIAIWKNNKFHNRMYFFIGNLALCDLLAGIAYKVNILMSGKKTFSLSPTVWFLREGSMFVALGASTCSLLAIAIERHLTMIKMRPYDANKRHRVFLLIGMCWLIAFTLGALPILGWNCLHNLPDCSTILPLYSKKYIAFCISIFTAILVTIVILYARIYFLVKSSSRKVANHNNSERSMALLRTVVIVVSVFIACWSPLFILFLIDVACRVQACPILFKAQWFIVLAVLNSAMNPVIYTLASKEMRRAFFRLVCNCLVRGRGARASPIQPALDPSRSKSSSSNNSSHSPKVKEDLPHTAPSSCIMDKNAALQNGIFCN
# TLR4-MyD88 BLA: blocks binding of human TLR4 to MyD88. O00206+Q99836. HeLa CL3-4 TLR4/MyD88 BLA complementation, FRET ratio. inhibition, % at 8.4 µM. hit rate 0.18% among 200,000. AID 861; in the data active = inhibition above about 25%;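 also: 0% = vehicle and 100% = reference inhibitor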
# PPARg SRC1 recr: promotes SRC-1 coactivator recruitment by human PPARgamma; activation, % at 8 µM; AID 631; hit rate 0.41% among 200,000; PPARgamma-SRC-1 coactivator recruitment biochemical assay; in the data active = activation above about 19%;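 also: 0% = DMSO and 100% = reference agonist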
# RAM inhibit: blocks the yeast RAM network. S. cerevisiae dse1pr::URA3 reporter, 5-FOA growth OD615, 2 d; analog-sensitive cbk1-as2 kinase mutant strain. inhibition, % at 50 µM. hit rate 1.8% among 190,000;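 active = inhibition above a set limit, 3 SD over mean compound inhibition, cut at about 8.4% in these data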;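 also: 0% = DMSO-only wells with no growth and 100% = 10 µM 1-NA-PP1 full growth; inhibition rescues growth on 5-FOA so higher OD means more RAM inhibition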
# STAT3 inh: reduces IL-6 driven STAT3 reporter signal; inhibition, % at 5.5 µM; U3A cells, IL-6 STAT3-luciferase reporter, luminescence; host cell line lacks STAT1; hit rate 0.89% among 190,000;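 active = inhibition above the mean inhibition across all screened compounds plus 3 SD, cut at about 44% in these data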;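 also: 0% = DMSO only wells and 100% = 100 µM nifuroxazide control wells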
# STAT3 activator: STAT3 signaling activation. U3A cells, IL-6 STAT3-luciferase reporter, luminescence; 100% = signal with IL-6 EC80 alone. activation (% of control), % at 5.6 µM. hit rate 0.91% among 190,000. AID 871;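 active = activation above the screen-wide mean of compound activation plus 3 SD, cut at about 130% in these data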;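 also: 0% = background luminescence of wells with medium and substrate only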
#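 Test system: STAT3-luciferase reporter U3A cells; Detection: reporter luminescence signal; Times: 1 h compound pre-exposure, 6 h IL-6 stimulation, 37 °C; Benchmarks: IL-6-only high control; Also added: IL-6 stimulus at 33 ng/mL final.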
# STAT1 blocker: reduces IFN-gamma driven STAT1 reporter signal. NIH 3T3 STAT1-luciferase reporter, luminescence. inhibition, % at 5.5 µM. hit rate 0.35% among 200,000;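 active = inhibition above a set limit, the mean inhibition across all tested compounds plus 3 SD, cut at about 34% in these data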;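 also: 0% = IFN-gamma with DMSO and 100% = IFN-gamma with 300 µM nifuroxazide; values of inactives mirror those of a sister screen read the other way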
# ROMK mod: human ROMK K+ channel modulation, primary screen. P48048. Tet-inducible ROMK, thallium flux fluorescence; actives lie on both sides. B-score at 10 µM. hit rate 2% among 130,000;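 active = signal ratio slope over the read window, or its plate-corrected B-score, at least 3 SD from the plate mean, either direction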;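 also: B-score of the F/F0 ratio slope over 7 to 12 s after thallium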
# Target sequence (P48048 whole entry, looked up): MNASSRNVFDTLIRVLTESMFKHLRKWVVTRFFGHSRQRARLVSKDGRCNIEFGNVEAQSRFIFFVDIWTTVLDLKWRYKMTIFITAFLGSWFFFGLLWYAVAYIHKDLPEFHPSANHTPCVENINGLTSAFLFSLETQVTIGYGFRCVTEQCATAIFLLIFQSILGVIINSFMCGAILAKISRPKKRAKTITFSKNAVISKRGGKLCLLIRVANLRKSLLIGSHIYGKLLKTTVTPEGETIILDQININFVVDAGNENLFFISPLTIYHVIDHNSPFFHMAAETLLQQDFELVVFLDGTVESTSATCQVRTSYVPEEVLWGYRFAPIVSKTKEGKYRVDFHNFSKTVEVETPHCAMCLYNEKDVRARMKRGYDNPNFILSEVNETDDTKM
# PPARg SRC-3 ag: agonists of human PPARgamma SRC-3 coactivator recruitment; P37231; biochemical PPARgamma/SRC-3 coactivator recruitment assay; activation, % at 8 µM; hit rate 0.26% among 200,000; AID 731; in the data active = activation above about 23%;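 also: 0% = DMSO and 100% = reference agonist; some compounds past the cut are filed as inactive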
# Active calls of the source: *; nt = not tested or not shown.
SMILES,TR-FRET SRC-2 ct,PPARg SRC-2 ag,S1P3 antagonist,TLR4-MyD88 BLA,PPARg SRC1 recr,RAM inhibit,STAT3 inh,STAT3 activator,STAT1 blocker,ROMK mod,PPARg SRC-3 ag
O=C(Cc1cccc2ccccc12)N/N=C/C=C/c1cccc([N+](=O)[O-])c1,1622,7,2,-1,-3,1.5,-4,103,0,nt,-2
Cc1[nH]c2ccccc2c1CCN(Cc1cccnc1)C(=S)Nc1cccc(F)c1,1599,6,12,5,4,0.5,0,104,0,0.084,3
Cc1cn(S(=O)(=O)c2ccc(Cl)cc2)c(C)n1,1686,11,-9,5,17,0.9,6,99,-3,0.069,4
O=C(Nc1ccc(C(=O)O)cc1)/C(=C\c1ccc2c(c1)OCO2)NC(=O)c1ccc(Br)o1,1643,-7,-2,-5,5,2.0,1,102,-1,0.64,0
CCc1nnc(NS(=O)(=O)c2ccc(NC(=O)c3ccc(Cl)cc3)cc2)s1,1450,-8,-27,-6,1,3.7,1,104,-3,-0.83,-4
OC(COc1ccc2c(c1)OCO2)CN1CCN(c2ccc(F)cc2)CC1 (configuration not stated),1396,-3,-15,1,-1,1.4,11,97,-4,-1.2,5
O=C(C=C1CCN(c2ncc(C(F)(F)F)cc2Cl)CC1)NNC(=O)Nc1ccc(Cl)cc1,1474,3,nt,-4,0,0.7,3,104,-1,nt,14
COCCn1c(=O)[nH]c2cc(C(=O)NCCc3ccc(S(N)(=O)=O)cc3)ccc2c1=O,1699,4,-2,8,5,1.2,-6,108,-6,-0.041,3
CCOC(=O)c1c(NC(=O)CCN2CCOCC2)sc(C)c1-c1ccccc1,1697,3,-1,-1,7,0.3,8,98,4,-0.1,1
O=C(CN(Cc1ccccc1F)S(=O)(=O)c1ccc(Cl)cc1)NCCC1=CCCCC1,1762,5,nt,0,7,12*,3,103,5,0.094,2
COc1ccc(S(=O)(=O)N2CCCCC2)cc1Br,1802,11,40,9,0,-0.3,4,100,4,-0.17,0
CC(Sc1nc2ccccc2s1)C(=O)Nc1ccc2c(c1)OCO2 (configuration not stated),1646,-3,2,-16,3,6.7,4,98,-3,-0.57,1
CCCNC(=O)c1nc(C)n(-c2ccc([N+](=O)[O-])cc2)n1,1633,-4,1,4,10,1.8,1,100,-3,0.8,-1
Cc1ccc(Cn2nc(-c3ccccc3)nc2-c2ccccc2)cc1,1569,1,nt,-3,-1,7.1,-8,116,-21,nt,6
CCCCCc1nnc(NC(=O)CS(=O)(=O)Cc2ccccc2)s1,1364,-7,-1,17,-8,4.6,2,102,-2,nt,-12
O=C(NCCCN1CCOCC1)c1ccc(-c2ccc(Cl)cc2)o1,1491,-4,1,4,5,0.7,6,100,-14,-0.6,-1
O=C(NCc1ccco1)C(Cc1ccccc1)N1C(=O)c2ccccc2C1=O (configuration not stated),1477,-9,-39,0,5,5.0,-3,106,-5,0.055,-17
c1ccc(-c2nnc3sc(CN4CCC5(CC4)OCCO5)cn23)cc1,1617,7,-7,2,1,0.0,2,104,-2,nt,1
CCn1c(OC)nc2c1c(=O)n(C)c(=O)n2C,1533,-5,-1,-9,-4,-0.1,2,99,-3,0.012,1
CCN(CC)C(=O)c1ccc(COc2ccccc2Cl)cc1,1601,1,nt,-1,-4,-0.2,12,90,-11,-0.35,-5

# Record cards, from the list above.
# CCn1c(OC)nc2c1c(=O)n(C)c(=O)n2C as listed: TR-FRET SRC-2 ct: 1533; PPARg SRC-2 ag: -5; S1P3 antagonist: -1; TLR4-MyD88 BLA: -9; PPARg SRC1 recr: -4; RAM inhibit: -0.1; STAT3 inh: 2; STAT3 activator: 99; STAT1 blocker: -3; ROMK mod: 0.012; PPARg SRC-3 ag: 1
# O=C(NCCCN1CCOCC1)c1ccc(-c2ccc(Cl)cc2)o1 as listed: TR-FRET SRC-2 ct: 1491; PPARg SRC-2 ag: -4; S1P3 antagonist: 1; TLR4-MyD88 BLA: 4; PPARg SRC1 recr: 5; RAM inhibit: 0.7; STAT3 inh: 6; STAT3 activator: 100; STAT1 blocker: -14; ROMK mod: -0.6; PPARg SRC-3 ag: -1
# O=C(Nc1ccc(C(=O)O)cc1)/C(=C\c1ccc2c(c1)OCO2)NC(=O)c1ccc(Br)o1 as listed: TR-FRET SRC-2 ct: 1643; PPARg SRC-2 ag: -7; S1P3 antagonist: -2; TLR4-MyD88 BLA: -5; PPARg SRC1 recr: 5; RAM inhibit: 2.0; STAT3 inh: 1; STAT3 activator: 102; STAT1 blocker: -1; ROMK mod: 0.64; PPARg SRC-3 ag: 0

# (next part)
SMILES,TR-FRET SRC-2 ct,PPARg SRC-2 ag,S1P3 antagonist,TLR4-MyD88 BLA,PPARg SRC1 recr,RAM inhibit,STAT3 inh,STAT3 activator,STAT1 blocker,ROMK mod,PPARg SRC-3 ag
COc1ccc(C(=O)C2CCCN(C(=O)c3noc4c3CCCC4)C2)cc1F (configuration not stated),1632,-2,5,-4,6,0.1,4,101,4,-0.68,-5
Clc1ccccc1-c1nnc(-c2ccccc2Cl)o1,1700,17,nt,-4,1,4.8,4,99,-24,nt,13
COC(=O)c1c(=O)n(O)c2ccc(OC)cc2[n+]1[O-],1802,5,-17,10,12,-1.2,8,95,-3,-1.1,4
CCn1c(CSc2nc3ccccc3[nH]2)n[nH]c1=S,1559,10,15,-5,0,1.7,4,96,-1,nt,4
Cn1c(CSCc2ccc(Cl)c(Cl)c2)nnc1SCC(=O)Nc1nccs1,1379,9,23,0,-2,4.3,9,94,8,nt,2
COC(=O)C1=C(C)NC2=C(C(=O)CCC2)C1c1cn(Cc2ccc(Cl)cc2Cl)nc1-c1ccccc1 (configuration not stated),1624,10,nt,2,6,6.2,1,105,8,nt,6
O=C1CC(C(=O)N2CCOCC2)C2(CCCCC2)O1 (configuration not stated),1678,12,nt,-7,7,0.6,17,91,2,-0.14,4
O=C(Nc1ccc(F)cc1)c1ccc(COc2ccccc2)cc1,1623,-4,11,-7,-6,4.2,6,97,3,nt,-1
CCC(C)NCCOc1cc(C)cc(C)c1C (configuration not stated),1450,4,-25,9,7,1.2,6,101,18,0.48,1
C=CCOc1ccccc1/C=c1\sc2nc(=O)c(C)nn2c1=O,1574,5,7,-5,8,3.5,-3,104,7,0.77,-1
COC(=O)C1CCN(C(=O)Cc2ccc(OC)c(OC)c2)CC1,1547,6,19,3,2,0.1,-2,106,1,nt,-3
Cc1nc2ccccc2c2oc(C(=O)NCC3COc4ccccc4O3)cc12 (configuration not stated),1705,0,-21,17,14,1.1,30,76,19,nt,5
Cc1nnc(SCC(=O)N2CCN(S(=O)(=O)c3ccccc3)CC2)[nH]c1=O,1479,7,-17,-3,-1,0.4,8,97,0,nt,-8
Cc1ccc(-c2nc(CSCC(=O)NCCCN3CCOCC3)c(C)o2)cc1,1557,-7,-9,-12,-7,0.3,2,101,-6,0.72,-5
CCCS(=O)(=O)N1CCCC(C(=O)NCC(OC)OC)C1 (configuration not stated),1579,-3,-2,2,-9,0.2,2,102,-2,0.69,-4
CN(C)/C=C(\C#N)C(=O)N/N=C/c1ccc(Cl)cc1,1707,12,-24,-1,1,1.0,11,97,-17,-0.093,3
CCOc1cc(CN2CCSCC2)ccc1O,1447,0,0,-6,-4,2.7,4,101,7,nt,-4
CC(=O)Oc1c(C(=O)c2nnc(C)o2)c(=O)n(Cc2ccccc2)c2ccccc12,1530,-9,-5,12,0,1.6,-3,105,-2,0.12,7
COCCNC(=O)/C(C#N)=C/c1cccc(OCc2ccccc2)c1,1761,12,-16,0,6,3.3,11,96,2,-2.7*,6
COc1ccc(C(=O)Cn2nnc(-c3ccccc3-n3cnnn3)n2)cc1,1354,0,-7,-4,0,4.6,6,98,3,0.82,-8
COc1cc(NC(=S)N2CCN(c3ccccn3)CC2)cc(OC)c1OC,1494,5,8,1,-6,1.6,16,96,-1,-0.44,3
COCCNC(=O)c1ccccc1NC(=O)c1ccccc1N(C)S(=O)(=O)c1ccccc1,1617,9,nt,-4,4,1.8,1,99,6,-0.66,1
Cc1ccc(/C=C/C(=O)Nc2ncc(C)s2)o1,1797,1,15,11,7,0.9,-6,105,-52,nt,4
COc1cc(/C=C/C(=O)N2c3ccccc3Sc3ccc(C(F)(F)F)cc32)cc(OC)c1OC,1671,10,11,-30,8,5.3,1,99,15,2,1
Cc1ccc(N)c(C(=O)CCCCC(=O)O)c1,1472,-4,-12,2,-7,2.7,4,102,-2,1.6,-7
Cc1ccc(C)c(NC(=O)C(Sc2nncn2C)c2ccccc2)c1 (configuration not stated),1436,0,-29,13,-5,-0.7,-9,111,5,nt,-2
O=C(COC(=O)c1ccccc1O)Nc1ccc(S(=O)(=O)N2CCCCC2)cc1,1592,3,-15,0,-3,1.8,-5,107,0,-0.91,2
Cc1ccc(NC(=O)c2ccc3c(c2)C(=O)N(Cc2cccnc2)C3=O)c(C)c1,1773,5,-11,-15,-2,0.4,4,104,1,-0.52,0
O=C(NCc1ccco1)c1csc(Nc2ccccc2Cl)n1,1662,4,4,6,-3,-0.8,7,98,-7,nt,0
CC1Cc2ccccc2N1C(=O)CSc1nncn1C (configuration not stated),1463,5,-13,5,4,0.0,2,102,-5,-0.11,2
COc1ccc(OC)c(-n2nnnc2SCC(=O)O)c1,1448,0,nt,7,2,-0.3,1,104,2,0.49,-1
CCOc1ccc(NS(=O)(=O)c2ccc3[nH]cc(C(=O)N(CC)CC)c(=O)c3c2)cc1,1431,8,-1,-1,5,1.1,7,97,3,0.66,-4
Cc1ccc(OCC(=O)N2CCN(c3nnc(-c4ccccc4)c4ccccc34)CC2)cc1,1459,8,nt,-2,5,1.3,20,87,8,-2,2
CCOC(=O)c1[nH]c2ccccc2c1NC(=O)c1ccc(Br)o1,1521,2,nt,-4,1,3.3,-2,103,4,-0.083,-15
O=C(c1ccc(-c2nnc(Nc3ccccc3)c3ccccc23)cc1)N1C[C@H]2C[C@H](C1)c1cccc(=O)n1C2,1450,-6,nt,-6,2,2.0,12,93,-1,nt,11
COc1ccc(CCNC(=O)C2CCN(S(=O)(=O)c3cccs3)CC2)cc1OC,1797,1,-10,-5,0,1.4,4,106,3,0.53,0

# Part of the list above, reformatted:
Molecule | TR-FRET SRC-2 ct | PPARg SRC-2 ag | S1P3 antagonist | TLR4-MyD88 BLA | PPARg SRC1 recr | RAM inhibit | STAT3 inh | STAT3 activator | STAT1 blocker | ROMK mod | PPARg SRC-3 ag
O=C(COC(=O)c1ccccc1O)Nc1ccc(S(=O)(=O)N2CCCCC2)cc1 | 1592 | 3 | -15 | 0 | -3 | 1.8 | -5 | 107 | 0 | -0.91 | 2
Cc1ccc(NC(=O)c2ccc3c(c2)C(=O)N(Cc2cccnc2)C3=O)c(C)c1 | 1773 | 5 | -11 | -15 | -2 | 0.4 | 4 | 104 | 1 | -0.52 | 0
O=C(NCc1ccco1)c1csc(Nc2ccccc2Cl)n1 | 1662 | 4 | 4 | 6 | -3 | -0.8 | 7 | 98 | -7 | nt | 0
CC1Cc2ccccc2N1C(=O)CSc1nncn1C (configuration not stated) | 1463 | 5 | -13 | 5 | 4 | 0.0 | 2 | 102 | -5 | -0.11 | 2
